High-throughput results (PubChem BioAssay)
P. falciparum M17LAP – P. falciparum M17LAP inhibitors, primary screen, biochemical, fluorogenic H-Leu-NHMec substrate, 1536-well (AID 1619). recombinant M17LAP, H-Leu-NHMec fluorogenic kinetic assay; higher % means a stronger effect. inhibition, % at 30 µM; hits with a dose series show IC50 in µM. actives 0.38% (n = 220,000);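 active = compound inhibiting the enzyme by more than half at any dose during confirmatory dose-response retesting; inconclusive = strong single-dose inhibitors picked by rank but not retested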;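 note: plate controls were full reaction with DMSO carrier for no effect and no enzyme background for full effect; strong numbers were not always called active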
Siah-1 displacement – Siah-1 peptide-binding antagonists, primary screen, biochemical, fluorescence polarization, rhodamine-plectin, uHTS (AID 1817) | Siah-1 / rhodamine-plectin peptide fluorescence polarization; higher % means a stronger effect | displacement, % at 20 µM, or IC50 in µM where a hit was titrated | actives 0.02% (n = 290,000);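 active = displacement of at least 50% at 20 µM, with a fluorescence ratio check between 0.3 and a set limit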;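 note: plate controls were Siah plus tracer with DMSO for no effect and tracer alone without Siah for full effect; strong numbers were not always called active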
XIAP antagonists – XIAP antagonists, biochemical, IAP family, fluorescence polarization (AID 1018); XIAP BIR domain, fluorescence polarization peptide displacement; higher % means a stronger effect; displacement, % at 20 µM; hits with a dose series show IC50 in µM; actives 0.007% (n = 200,000); in the data active = displacement above about 50%; note: a part of the inactive calls stands beside numbers as strong as those of hits
Hep lipid drop – modulators of hepatic lipid droplet formation. actives 0.4% (n = 240,000). inhibition, % at 6.5 µM. AID 1656. AML12 mouse hepatocytes, oleate lipid droplets, BODIPY imaging;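 active = lipid droplet intensity inhibited by at least 50%, with more than 500 cells counted; inconclusive = wells with under 300 cells, treated as cytotoxic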
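Material – AML12 mouse liver cells · Also added – oleate loading, 100 µM · Compound dosing – 6.5 µM single-point dosing · Times – overnight treatment with compound plus oleate · Measured by – fluorescence imaging, 20x objective, two fields per well · Read-out – percent inhibition of filter-corrected integrated lipid droplet intensity per well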
LYP inhibition – inhibitors of LYP phosphatase, biochemical, fluorescence intensity, uHTS (AID 1779) | inhibition, % at 11.5 µM; hits with a dose series show IC50 in µM | actives 0.054% (n = 290,000) | recombinant LYP phosphatase, fluorescence intensity; higher % means a stronger effect;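 note: plate controls were vehicle with enzyme for no effect and no enzyme for full effect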
AID2073 – inhibitors of Mint1-CaV2.2 protein interaction, biochemical, HTRF (AID 2073). one-dose inhibition, % at 20 µM; IC50 in µM for titrated hits. actives 0.19% (n = 290,000). HTRF protein-protein interaction, Mint1-CaV2.2; higher % means a stronger effect; in the data active = inhibition mostly above about 51%, no sharp cut-off; inconclusive = no clear call, values can overlap the other calls; inactive = mostly below about 53%; note: some results filed as inactive read as strong as hits
CSM14.1 death rescue – protection against thapsigargin-triggered cell killing – 384-well, CSM14.1, ATP luminescence, primary screen (AID 1222). 190,000 tested, under 10 active. one-dose cellular ATP content (survival), % at 20 µM; EC50 in µM for titrated hits. CSM14.1 thapsigargin-induced death rescue, ATP luminescence; higher % means a stronger effect;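 active = EC50 below 50 µM in the dose-response confirmation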;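 note: death triggered by thapsigargin at about 15 µM added after 2 h compound pretreatment; cell ATP read after overnight thapsigargin exposure of roughly 18 to 22 hours; normalized against plate controls of thapsigargin alone and 5% DMSO vehicle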
P. falciparum M1AAP – malaria alanyl aminopeptidase activity blockers – biochemical, fluorogenic H-Leu-NHMec substrate, 1536-well (AID 1445); inhibition, % at 30 µM; hits with a dose series show IC50 in µM; actives 0.42% (n = 220,000); recombinant M1AAP, H-Leu-NHMec fluorogenic kinetic assay; higher % means a stronger effect;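 active = primary inhibition above the hit cutoff, then over 50% inhibition at one or more dose response concentrations, cut at about 23% in these data, passing the limit was not always enough; inconclusive = conflicting primary data, or primary hits not chosen for dose response; inactive = low primary inhibition, or under 50% at every dose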;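 note: plate controls were DMSO full reaction for no effect and no enzyme background for full effect; strong numbers were not always called active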
NOD2 inhibition – NOD2 signaling inhibitors, cell-based, luminescence, uHTS, HEK293 (AID 1566) | HEK293 NOD2/NF-kB luciferase reporter, luminescence; higher % means a stronger effect | inhibition, % at 4 µM, or EC50 in µM where a hit was titrated | actives 0.63% (n = 290,000); note: many of its hits are not listed in these tables
Hep lipid drop cells 6.5 µM – further read-out of Hep lipid drop, marked with its call; cell count; measured here: cell count, cytotoxicity flag;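 cells counted across two imaged fields per well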
* marks the source's active call; other numbers are inactive results; ? = inconclusive; · = not tested or not shown. Cut-off read from the data, not from the text of the source, unless noted: active = inhibition above about 50%; inactive = the rest.

SMILES | P. falciparum M17LAP | Siah-1 displacement | XIAP antagonists | Hep lipid drop | Hep lipid drop cells 6.5 µM | LYP inhibition | AID2073 | CSM14.1 death rescue | P. falciparum M1AAP | NOD2 inhibition
CS(=O)(=O)NNC(=O)c1csc(Cc2c(Cl)sc3ccc(Cl)cc23)n1 | 5% | 20% | · | -1 | 713 | -8% | 0% | · | 1% | -7%
Cc1ccc(-c2cc(-c3ccccc3[N+](=O)[O-])[nH]n2)c(O)c1 | 6% | 0% | -3.3% | · | · | 7% | 4% | -0.3% | 1% | -214%
CN(CCOc1ccccc1)C(=O)C1CCN(C(=O)c2ccc(Cl)cc2)CC1 | · | -8% | · | 1 | 820 | -7% | 1% | · | · | -1%
O=C(c1nc2ccccn2c1CNCCOc1cccnc1)N1CCOCC1 | -1% | 0% | -18% | -2 | 691 | -4% | -4% | 3.8% | 0% | 14%
N#Cc1nc(COc2ccccc2)oc1N1CCCCCC1 | -4% | 0% | -5.1% | · | · | -3% | -3% | -1.5% | 13% | 6%
CCOc1ccc(-n2c(SCC(=O)Nc3ccc4c(c3)OCO4)nc3ccccc3c2=O)cc1 | -7% | 5% | -3.2% | · | · | 7% | 10% | -1.0% | 1% | 12%
CCOC(=O)CSc1nc2cccnc2n1C | -9% | -3% | -6.7% | 18 | 653 | -4% | 40% | -0.5% | 10% | 4%
O=C(CCNC(=O)C1CCN(S(=O)(=O)c2ccccc2)CC1)NCc1ccc(Cl)c(Cl)c1 | · | 3% | · | 4 | 647 | -2% | 1% | · | · | 0%
Cc1ccc2c(c1)N(CC(=O)NC1CCC(C)CC1)C(=O)c1cccnc1O2 (stereo not drawn) | · | 2% | · | -3 | 856 | -6% | 5% | · | · | 10%
Cc1ccccc1NC(=S)NCC1CCN(C(C)c2ccccc2)C1 (stereo not drawn) | 9% | 0% | 0.4% | -2 | 713 | 0% | 12% | -6.8% | 10% | -5%
CCOP(=O)(NC12CC3CC(CC(C3)C1)C2)NC12CC3CC(CC(C3)C1)C2 | · | 0% | · | 11 | 812 | 12% | 3% | · | · | -20%
O=C(Nc1ccc(N2CCCC2)c(Cl)c1)c1ccco1 | 6% | -1% | -0.3% | · | · | 0% | 1% | -4.5% | 4% | -128%
O=C(Nc1ccccc1C(=O)N1CCCCCC1)c1ccccc1Cl | 0% | -2% | 0.7% | -5 | 722 | -3% | 7% | -0.3% | 4% | 0%
COc1ccc(NC(=O)Nc2cnccn2)cc1 | 2% | 1% | · | 3 | 697 | -8% | -11% | · | -2% | -1%
CC1CCC(N2CCN(C(=O)c3ccccc3F)CC2)CC1 (stereo not drawn) | · | -3% | · | -1 | 791 | -10% | 2% | · | · | 4%
COc1cc(/C=N/NS(=O)(=O)c2ccc(C(C)(C)C)cc2)cc([N+](=O)[O-])c1O | -1% | 6% | -2.5% | -2 | 728 | 0% | -10% | -1.8% | 8% | 3%
C=C(C)Cn1c(C2CC(=O)N(Cc3ccccc3)C2)nc2ccccc21 (stereo not drawn) | · | -2% | -0.8% | -11 | 676 | -4% | -10% | -3.1% | · | 3%
O=C(/C=C/c1ccccc1)Nc1ccc(S(=O)(=O)N2CCOCC2)cc1 | · | 4% | · | -6 | 679 | -5% | 6% | · | · | -6%
Cc1ccc([N+](=O)[O-])cc1-c1ccc(/C=N/NC(=O)CN2CCOCC2)o1 | 10% | 0% | · | 1 | 699 | 4% | 5% | · | 13% | 8%
Cc1ccc(C)c(NC(=O)COC(=O)c2ccc3c(c2)OCO3)c1 | -1% | -6% | -6.8% | 4 | 702 | -4% | -8% | -1.7% | -1% | 7%
COc1ccc(CCN(C)Cc2ccc(C(=O)Nc3ccccc3)cc2)cc1OC | · | -7% | · | -12 | 706 | -8% | -4% | · | · | 34%
O=C(NCCCN1CCc2ccccc2C1)Nc1ccc(Br)cc1 | -3% | 1% | -5.9% | 3 | 813 | -10% | -8% | -1.4% | 4% | -4%
CCOC(=O)N1CCC(NC(=O)c2oc3c(C)c(C)ccc3c2C)CC1 | · | 2% | · | -10 | 668 | 0% | 3% | · | · | 26%
CN(C(=O)c1cccc(C#N)c1)c1nnc(-c2ccncc2)s1 | -1% | 0% | -6.3% | · | · | -2% | 6% | 2.3% | -4% | -1%
Cc1c(C)n(CCc2ccccc2)c2ncnc(NCCCN(C)C)c12 | · | -4% | · | 2 | 715 | -4% | 3% | · | · | -21%
CC1(C)Cc2[nH]c3ccccc3c2C(C)(C)N1 | · | 4% | · | 6 | 824 | -5% | 18% | · | · | 15%
COc1ccc(OC)c(N/C=C/C(=O)c2ccccc2)c1 | · | 11% | · | 2 | 805 | -5% | -1% | · | · | -3%
C=C1C2(C(=O)NCc3ccco3)CCC(C2)C1(C)C (stereo not drawn) | 10% | 2% | -6.3% | 7 | 677 | -1% | 6% | -1.1% | 1% | 11%
Cc1ccccc1-c1nc(CN2CCC(C(=O)N3CCN(c4ccccn4)CC3)CC2)c(C)o1 | 13% | 0% | -6.3% | · | · | -6% | 22% | -0.6% | -3% | -2%
O=S(=O)(c1cccc(-c2n[nH]c(=S)n2Cc2ccccc2)c1)N1CCOCC1 | 5% | 2% | · | 1 | 616 | -4% | 1% | · | 5% | 11%
COCCN(C(=O)c1snc(C(N)=O)c1N)C(C(=O)NC1CCCC1)c1cc(OC)c(OC)c(OC)c1 (stereo not drawn) | · | 0% | · | -10 | 720 | -7% | 6% | · | · | -10%
CCn1cc(C(=O)Nc2cccc(NC(C)=O)c2)c2cc(OC)c(OC)cc2c1=O | 16% | -2% | -3.3% | · | · | -2% | -2% | -1.6% | 10% | 16%
Cc1ccc(Cl)cc1N1CCN(S(=O)(=O)c2cc3c(cc2C)NC(=O)CO3)CC1 | · | -3% | · | -1 | 742 | -2% | -4% | · | · | 6%
CCc1ccccc1NC(=O)CN(c1ccc(OC)cc1OC)S(=O)(=O)c1ccccc1 | · | 0% | · | · | · | -6% | 5% | · | · | 3%
Cc1ccc(S(=O)(=O)CCC(=O)NCc2ccccc2Cl)cc1 | 23% | -6% | 4.1% | -4 | 652 | -9% | 6% | 1.5% | 9% | 1%
O=C(OCc1cnc(Cl)s1)c1c(F)cccc1F | 2% | 5% | -7.5% | 0 | 665 | -5% | 2% | 0.6% | 1% | 11%
Cc1cc(-c2cn3ccccc3n2)c(C)n1-c1ccccc1 | 0% | -2% | -4.9% | -3 | 671 | -2% | 27% | -3.0% | 6% | -85%
COc1ccc(/C=N/n2c(-c3cc(C)[nH]n3)n[nH]c2=S)cc1OC | -1% | -6% | · | -12 | 726 | -1% | -64% | · | 5% | -5%
Cc1cc(OC(C(=O)O)c2ccccc2)c2c(C)c(Cc3ccccc3)c(=O)oc2c1 (stereo not drawn) | -26% | -3% | · | 10 | 671 | 4% | 22% | · | 14% | 13%
Cc1ccc(-c2nnc(N3CCN(C(=O)c4ccco4)CC3)c3ccccc23)cc1 | 18% | -1% | -3.0% | · | · | -4% | -3% | · | 4% | 21%
O=S(=O)(Nc1ccc(Cl)c(C(F)(F)F)c1)c1cnc[nH]1 | 50% | 2% | 5.0% | -2 | 718 | 2% | -14% | 0.7% | 4% | 10%
O=C(NC1CCCC1)c1cnn2c(C(F)(F)F)cc(-c3ccc4c(c3)OCO4)nc12 | -3% | 5% | -1.3% | · | · | -11% | 47% | 4.1% | 5% | 6%
Cc1ccccc1N(C(=O)Cc1cccs1)C(C(=O)NCC1CCCO1)c1cccnc1 (stereo not drawn) | -2% | -2% | -2.7% | · | · | 10% | 0% | -0.6% | 0% | 7%
O=C(c1ccc(Br)o1)N1CCN(Cc2ccccc2Cl)CC1 | · | -1% | · | -10 | 776 | 1% | 2% | · | · | -6%
C=CCn1c(SCCN2C(=O)c3ccccc3C2=O)nc2scc(-c3ccccc3)c2c1=O | -13% | 2% | -5.8% | · | · | 12% | 2% | -2.4% | 4% | 1%
COc1cc(/C=N/NC(=O)CN2CCCCC2)ccc1OCc1ccccc1 | 26% | -2% | -4.9% | 35 | 691 | -1% | 3% | -8.2% | -1% | -5%
Cc1ccc(-c2nc3ncccn3c2NC2CCCCC2)o1 | -4% | -3% | -3.0% | -11 | 735 | 9% | 28% | -4.8% | 15% | 3%
Cc1cc(C)c(C)c(S(=O)(=O)N2CCC(C(=O)Nc3ccncc3)CC2)c1C | · | 0% | · | 3 | 796 | -4% | 6% | · | · | 11%
COc1ccc(S(=O)(=O)N(C)C)cc1NC(=O)CSc1nncs1 | 10% | -4% | -4.7% | 28 | 668 | -5% | -2% | 0.9% | 11% | 9%
O=C(c1ccco1)N(Cc1ccc([N+](=O)[O-])cc1)c1ccc(Br)cc1 | -1% | -5% | -18% | · | · | 2% | -2% | 0.1% | 7% | 1%
c1ccc(COCC2CCNCC2)cc1 | · | -6% | · | 4 | 796 | -3% | 6% | · | · | 2%
CN1CCc2cc3c(c4c2C1CC41CCC(=NO)CC1)OCO3 (stereo not drawn) | -23% | 2% | -6.3% | · | · | -8% | 1% | -1.5% | 8% | 1%
CCOC(=O)C1(CC2CCCCO2)CCN(S(=O)(=O)c2ccc(OC)cc2)CC1 (stereo not drawn) | -24% | -5% | -6.0% | 2 | 802 | -2% | -13% | 1.4% | 5% | -2%
CCOC(=O)c1c(-c2ccccc2)cn2ccccc12 | -4% | 3% | -2.7% | · | · | -9% | 5% | 2.9% | 5% | 10%
O=C1C2CSCN2C(=O)CN1CCCN1CCN(C(c2ccccc2)c2ccccc2)CC1 (stereo not drawn) | 6% | -7% | -5.5% | -16 | 595 | -6% | 0% | -0.6% | -3% | 5%
c1ccc(Cn2ncc3c2ncn2c(-c4ccncc4)nnc32)cc1 | · | 1% | -9.6% | · | · | -12% | -3% | 0.1% | · | -2%
O=S(=O)(Nn1cnnc1)c1ccc(F)cc1 | 5% | -4% | -12% | -22 | 583 | -7% | -3% | 0.1% | -3% | -3%
COc1cc(/C=N/NC(=O)C(C)Nc2n[nH]c(=O)[nH]c2=O)ccc1O (stereo not drawn) | 19% | 3% | -6.9% | 0 | 453 | -1% | ? | -1.0% | -10% | 8%
CCOc1ccc(CN2CCNC(=O)C2CC(=O)NCc2csc(C)n2)cc1 (stereo not drawn) | · | 2% | · | -4 | 820 | 1% | -6% | · | · | 8%

These rows are one share of the data; the hit share may differ from the screen's.
